Screening data from PubChem BioAssay.
FAS TE block: inhibitors of human fatty acid synthase thioesterase domain | 0.67% of 360,000 active | recombinant FAS-TE, OMFH fluorogenic substrate, fluorescence endpoint | P49327 | inhibition, % at 15 µM;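 active means compounds whose normalised, plate-corrected inhibition of enzyme fluorescence in the single-dose primary screen is 50% or more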;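 further: 0% = DMSO with enzyme and 100% = substrate without enzyme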
CSN inh: inhibitors of human CSN-mediated cullin deneddylation | Purified CSN, SCF-Nedd8-OG deneddylation, fluorescence polarization | AID 651999 | 0.38% of 360,000 active | Q92905 | inhibition, % at 12.5 µM;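 active means pattern-corrected inhibition above about 35%, with an unprinted fluorescence ratio check between 0.5 and 1.5, limit read from the data, passing the limit was not always enough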;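 further: 0% = enzyme with substrate and 100% = substrate without enzyme; some results filed as inactive read as strong as hits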
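Material: human Csn5 produced in HEK293T cells; Input: enzyme 0.24 nM; Reagent: SCFSkp2-Nedd8OG substrate at 10 nM final; Dosing: 12.5 µM compound; Incubation: 90 min reaction at room temperature; Detection: fluorescence polarization of the substrate; Evaluation: % inhibition of substrate cleavage by Csn5; Control set: substrate-only high control, full reaction low control.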
SKN-1 inh: C. elegans SKN-1 inhibition; inhibition, % at 21.8 µM; 0.49% of 360,000 active; C. elegans VP596 Pgst-4::GFP/RFP ratio, acrylamide-induced, 24 h;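 active means interference check ratio from 0.5 to 1.5 plus GFP to RFP signal ratio inhibition reaching or exceeding a fixed threshold, cut at about 30% in these data, passing the limit was not always enough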; further: some compounds called inactive have numbers as strong as hits
Rpn11 block: Rpn11 (human) deubiquitinase inhibition; 0.59% of 360,000 active; human 26S proteasome, Ub4-pepOG fluorescence polarization; 20S core pre-blocked with epoxomicin; calls only at 20 µM; O00487;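 active means inhibition at 20 µM, scaled to each plate's controls, above about 33%, limit read from the data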
Neddyl block: blocks human cullin neddylation | 0.58% of 360,000 active | calls only at 25 µM | TR-FRET cullin neddylation, biochemical; in the data active means inhibition above about 36%
MLLE-PAM2 inh: inhibitors of microRNA-mediated deadenylation, human PABP1 MLLE binding; AID 588489; P11940; inhibition, % at 20 µM; 0.36% of 360,000 active; GST-MLLE / FITC-PAM2 fluorescence polarization; in the data active means inhibition above about 35%, passing the limit was not always enough;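 further: plate controls were DMSO wells with GST-MLLE for no effect and wells lacking GST-MLLE protein for full effect; some results filed as inactive read as strong as hits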
MT1-MMP act inh: MT1-MMP (human) activation inhibition; AID 651647; P50281; 0.061% of 360,000 active; GFP/RFP ratio change, % at 20 µM; HT1080 RFP-PRO-GFP cells, GFP/RFP ratio fluorescence, overnight; percent of plate control window, DMSO zero;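 active means GFP/RFP ratio change of at least 30% with cell ATP level not reduced by more than half and red fluorescence within 50% of control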; further: strong numbers were not always called active
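Material: RFP-PRO-GFP reporter HT1080 cells. Dosing: single-point 20 µM compound, 1% DMSO. Controls: DMSO and RFP-L50D-GFP cell wells. Timing: cells overnight before dosing, compound overnight, 37 °C, 5% CO2. Measure: GFP/RFP fluorescence ratio.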
Rin1 Abl inh: human Rin1-Abl interaction inhibition; P00519+Q13671; TR-FRET Rin1/Abl binding, biochemical; inhibition, % at 7.35 µM; 0.4% of 360,000 active; in the data active means inhibition above about 5%, passing the limit was not always enough
Target sequence (P00519 whole entry, looked up): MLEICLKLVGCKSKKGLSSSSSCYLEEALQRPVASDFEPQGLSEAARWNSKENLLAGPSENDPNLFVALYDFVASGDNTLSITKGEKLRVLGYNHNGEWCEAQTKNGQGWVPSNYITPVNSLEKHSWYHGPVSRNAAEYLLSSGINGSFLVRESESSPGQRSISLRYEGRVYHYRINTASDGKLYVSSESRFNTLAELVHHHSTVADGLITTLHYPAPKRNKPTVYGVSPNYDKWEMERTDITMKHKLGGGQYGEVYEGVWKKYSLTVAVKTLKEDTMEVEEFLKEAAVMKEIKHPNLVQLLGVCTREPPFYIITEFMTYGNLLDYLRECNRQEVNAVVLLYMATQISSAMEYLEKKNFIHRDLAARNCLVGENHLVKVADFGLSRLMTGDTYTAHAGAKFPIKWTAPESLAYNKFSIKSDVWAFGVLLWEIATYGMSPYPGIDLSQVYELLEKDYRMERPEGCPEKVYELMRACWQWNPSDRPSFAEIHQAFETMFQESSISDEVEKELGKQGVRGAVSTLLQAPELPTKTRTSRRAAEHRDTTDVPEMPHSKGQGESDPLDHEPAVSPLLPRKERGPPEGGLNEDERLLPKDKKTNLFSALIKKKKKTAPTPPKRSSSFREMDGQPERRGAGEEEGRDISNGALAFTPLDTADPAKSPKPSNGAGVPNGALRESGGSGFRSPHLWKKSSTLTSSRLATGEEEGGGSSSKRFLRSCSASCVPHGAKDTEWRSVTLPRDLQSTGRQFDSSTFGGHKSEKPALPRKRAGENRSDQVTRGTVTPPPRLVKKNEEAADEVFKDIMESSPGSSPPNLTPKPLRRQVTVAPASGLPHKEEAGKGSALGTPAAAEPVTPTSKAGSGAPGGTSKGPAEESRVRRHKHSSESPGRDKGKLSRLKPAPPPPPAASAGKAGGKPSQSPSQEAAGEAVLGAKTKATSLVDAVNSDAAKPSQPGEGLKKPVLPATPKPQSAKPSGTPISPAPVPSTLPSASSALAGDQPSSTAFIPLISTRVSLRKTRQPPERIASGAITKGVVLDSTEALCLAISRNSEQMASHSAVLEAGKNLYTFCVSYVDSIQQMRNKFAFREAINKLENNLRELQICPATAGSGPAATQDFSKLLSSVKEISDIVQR
Target sequence (Q13671 whole entry, looked up): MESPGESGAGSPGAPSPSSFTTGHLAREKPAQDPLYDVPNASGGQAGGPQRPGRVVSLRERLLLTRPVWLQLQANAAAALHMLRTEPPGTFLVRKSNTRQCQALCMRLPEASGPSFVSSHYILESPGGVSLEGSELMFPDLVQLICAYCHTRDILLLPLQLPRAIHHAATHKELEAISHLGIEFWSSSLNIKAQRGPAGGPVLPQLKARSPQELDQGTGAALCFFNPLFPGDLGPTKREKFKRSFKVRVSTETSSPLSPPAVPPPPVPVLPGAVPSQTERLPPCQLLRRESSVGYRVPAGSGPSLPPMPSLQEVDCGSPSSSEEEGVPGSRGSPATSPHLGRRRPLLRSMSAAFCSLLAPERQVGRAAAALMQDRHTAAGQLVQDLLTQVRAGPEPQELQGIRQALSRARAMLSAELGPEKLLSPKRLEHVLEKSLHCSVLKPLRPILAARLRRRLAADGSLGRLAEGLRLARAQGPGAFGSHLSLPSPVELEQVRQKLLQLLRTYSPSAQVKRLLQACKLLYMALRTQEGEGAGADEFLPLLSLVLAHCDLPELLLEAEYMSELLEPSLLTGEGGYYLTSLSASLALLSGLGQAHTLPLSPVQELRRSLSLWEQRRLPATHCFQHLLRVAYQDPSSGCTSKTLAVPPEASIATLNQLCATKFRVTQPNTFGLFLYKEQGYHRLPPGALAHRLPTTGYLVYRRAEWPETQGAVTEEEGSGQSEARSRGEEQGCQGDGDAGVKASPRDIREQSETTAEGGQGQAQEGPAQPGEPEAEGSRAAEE
NadD block: inhibitors of Staphylococcus aureus NadD. purified NadD enzyme, colorimetric absorbance read-out. inhibition, % at 20 µM. 0.78% of 360,000 active. AID 602399; in the data active means inhibition above about 26%; further: some compounds past the cut are filed as inactive
Numbers without * were called inactive.

The opening 3 records, to show the layout:
Results for c1ccc2c(NC3C4CC5CC(C4)CC3C5)nc(N3CCOCC3)nc2c1 (stereo not drawn) ?
FAS TE block: 26; CSN inh: 3; SKN-1 inh: 17; Rpn11 block: inactive; MLLE-PAM2 inh: -7; MT1-MMP act inh: 1; Rin1 Abl inh: -3; NadD block: -4

What do the screens show for `C/C(=N\NC(N)=O)c1ccccc1`?
FAS TE block: -5; CSN inh: 2; SKN-1 inh: 9; Rpn11 block: inactive; Neddyl block: inactive; MLLE-PAM2 inh: 10; MT1-MMP act inh: -1; Rin1 Abl inh: -1; NadD block: -1

How did COc1ccc(CCNC(=O)C2CCN(c3nn4c(=O)cc(C)nc4s3)CC2)cc1OC do in these assays?
FAS TE block: -3; CSN inh: 1; SKN-1 inh: 9; Rpn11 block: inactive; Neddyl block: inactive; MLLE-PAM2 inh: 2; MT1-MMP act inh: 2; Rin1 Abl inh: 1; NadD block: 7

The listing, repeating the preview:
Results for c1ccc2c(NC3C4CC5CC(C4)CC3C5)nc(N3CCOCC3)nc2c1 (stereo not drawn) ?
FAS TE block: 26; CSN inh: 3; SKN-1 inh: 17; Rpn11 block: inactive; MLLE-PAM2 inh: -7; MT1-MMP act inh: 1; Rin1 Abl inh: -3; NadD block: -4

What do the screens show for `C/C(=N\NC(N)=O)c1ccccc1`?
FAS TE block: -5; CSN inh: 2; SKN-1 inh: 9; Rpn11 block: inactive; Neddyl block: inactive; MLLE-PAM2 inh: 10; MT1-MMP act inh: -1; Rin1 Abl inh: -1; NadD block: -1

How did COc1ccc(CCNC(=O)C2CCN(c3nn4c(=O)cc(C)nc4s3)CC2)cc1OC do in these assays?
FAS TE block: -3; CSN inh: 1; SKN-1 inh: 9; Rpn11 block: inactive; Neddyl block: inactive; MLLE-PAM2 inh: 2; MT1-MMP act inh: 2; Rin1 Abl inh: 1; NadD block: 7

How did Cc1cccc(C(=O)Oc2csc(=S)n2C(=O)c2cccc(C)c2)c1 do in these assays?
FAS TE block: -7; CSN inh: 10; SKN-1 inh: -27; Rpn11 block: inactive; Neddyl block: inactive; MLLE-PAM2 inh: 24; MT1-MMP act inh: 19; Rin1 Abl inh: 0; NadD block: 4

What do the screens show for `CSc1ccccc1C(=O)C1CCCN(Cc2c(C)n(C)n(-c3ccccc3)c2=O)C1` (stereo not drawn)?
FAS TE block: -4; CSN inh: -1; SKN-1 inh: 5; Rpn11 block: inactive; Neddyl block: inactive; MLLE-PAM2 inh: 12; MT1-MMP act inh: 3; Rin1 Abl inh: 3; NadD block: 1

What do the screens show for `O=C(O)c1c(NC(=O)N(CCO)Cc2ccccc2)sc2c1CCCC2`?
FAS TE block: -4; CSN inh: -2; SKN-1 inh: 6; Rpn11 block: inactive; Neddyl block: inactive; MLLE-PAM2 inh: 21; MT1-MMP act inh: -2; Rin1 Abl inh: 1; NadD block: -2

Results for CCOC(=O)C1C(C(=O)OCC)C(C)(C)C1N(C)C (stereo not drawn) ?
FAS TE block: -8; CSN inh: 4; SKN-1 inh: 0; Rpn11 block: inactive; Neddyl block: inactive; MLLE-PAM2 inh: 1; MT1-MMP act inh: -1; Rin1 Abl inh: 3; NadD block: 0

What do the screens show for `C(=C\c1ccccc1)/CN1CCN(C(CCc2ccccc2)c2nnnn2-c2ccc3c(c2)OCCO3)CC1` (stereo not drawn)?
FAS TE block: 22; CSN inh: -4; SKN-1 inh: 18; Rpn11 block: inactive; Neddyl block: inactive; MLLE-PAM2 inh: 7; MT1-MMP act inh: -4; Rin1 Abl inh: 3; NadD block: 3

What do the screens show for `O=C(O)CCCCCNCc1ccncc1`?
FAS TE block: -8; CSN inh: 4; SKN-1 inh: 7; Rpn11 block: inactive; Neddyl block: inactive; MLLE-PAM2 inh: -15; MT1-MMP act inh: -2; Rin1 Abl inh: 0; NadD block: 0

What do the screens show for `CCc1ccc2c(c1)C(NC(C)=O)C(=O)N2CCN1CCOCC1` (stereo not drawn)?
FAS TE block: 0; CSN inh: 1; SKN-1 inh: 3; Rpn11 block: inactive; Neddyl block: inactive; MLLE-PAM2 inh: -5; MT1-MMP act inh: -2; Rin1 Abl inh: 2; NadD block: 10

How did COC(=O)c1c(NC(=S)Nc2ccc(F)cc2[N+](=O)[O-])sc2c1CCCCC2 do in these assays?
FAS TE block: -1; CSN inh: 6; SKN-1 inh: -2; Rpn11 block: inactive; Neddyl block: inactive; MLLE-PAM2 inh: 26; MT1-MMP act inh: -2; Rin1 Abl inh: -6; NadD block: -4

How did Cc1cc(=O)[nH]c(COc2ccccc2)n1 do in these assays?
FAS TE block: -8; CSN inh: -1; SKN-1 inh: -14; Rpn11 block: inactive; Neddyl block: inactive; MLLE-PAM2 inh: 9; MT1-MMP act inh: -2; Rin1 Abl inh: 2; NadD block: -4

What do the screens show for `Cc1ccc(-c2cccc(OC(=O)c3ccccc3F)c2)cc1`?
FAS TE block: 14; CSN inh: 2; SKN-1 inh: -1; Rpn11 block: inactive; Neddyl block: inactive; MLLE-PAM2 inh: -1; MT1-MMP act inh: 1; Rin1 Abl inh: 4; NadD block: 4

What do the screens show for `Cc1noc(C)c1COc1ccc(C(=O)Nc2ccccc2)cc1`?
FAS TE block: 0; CSN inh: 10; SKN-1 inh: -4; Rpn11 block: inactive; Neddyl block: inactive; MLLE-PAM2 inh: -5; MT1-MMP act inh: 6; Rin1 Abl inh: 2; NadD block: -2

What do the screens show for `O=C(Nc1ccnn1C1CCN(Cc2cccc(OCCO)c2)CC1)C1CCCC1`?
FAS TE block: -1; CSN inh: -2; SKN-1 inh: 0; Rpn11 block: inactive; Neddyl block: inactive; MLLE-PAM2 inh: -10; MT1-MMP act inh: -1; Rin1 Abl inh: 1; NadD block: -6

How did O=C(Cc1ccc([N+](=O)[O-])cc1)N1CCCCCC1 do in these assays?
FAS TE block: -3; CSN inh: 0; SKN-1 inh: 7; Rpn11 block: inactive; Neddyl block: inactive; MLLE-PAM2 inh: 3; MT1-MMP act inh: 10; Rin1 Abl inh: 0; NadD block: -2

What do the screens show for `CC(=O)N1CCc2c(sc(NC(=O)c3ccc([N+](=O)[O-])o3)c2C(N)=O)C1`?
FAS TE block: 37; CSN inh: 8; SKN-1 inh: 9; Rpn11 block: inactive; Neddyl block: inactive; MLLE-PAM2 inh: 2; MT1-MMP act inh: 1; Rin1 Abl inh: -12; NadD block: 1

Results for Cc1ccc(S(=O)(=O)N/N=C\c2ccc(C)o2)cc1 ?
FAS TE block: -9; CSN inh: 7; SKN-1 inh: 4; Rpn11 block: inactive; Neddyl block: inactive; MLLE-PAM2 inh: -6; MT1-MMP act inh: -6; Rin1 Abl inh: 1; NadD block: 8

What do the screens show for `Cc1ccc(S(=O)(=O)N2CCCCC2)cc1NC(=O)CNc1ccccc1N1CCCC1=O`?
FAS TE block: -4; CSN inh: 4; SKN-1 inh: -8; Rpn11 block: inactive; Neddyl block: inactive; MLLE-PAM2 inh: -13; MT1-MMP act inh: -1; Rin1 Abl inh: 7; NadD block: 4

Results for CC(C(=O)N1CCN(C=O)CC1)N1C(=O)c2ccccc2C1=O (stereo not drawn) ?
FAS TE block: -8; CSN inh: -4; SKN-1 inh: 18; Rpn11 block: inactive; Neddyl block: inactive; MLLE-PAM2 inh: 1; MT1-MMP act inh: 4; Rin1 Abl inh: -5; NadD block: 6

Results for O=C(COc1ccc(Br)cc1)N1CCN(c2ccccc2)CC1 ?
FAS TE block: 14; CSN inh: -1; SKN-1 inh: -5; Rpn11 block: inactive; Neddyl block: inactive; MLLE-PAM2 inh: 6; MT1-MMP act inh: 1; Rin1 Abl inh: 2; NadD block: -6

Results for Cc1ccc(CN2CC(C(=O)Nc3ccc(C)cn3)CC2=O)cc1 (stereo not drawn) ?
FAS TE block: -9; CSN inh: 5; SKN-1 inh: -9; Rpn11 block: inactive; Neddyl block: inactive; MLLE-PAM2 inh: 10; Rin1 Abl inh: -2; NadD block: -7

Results for Cc1c(C(=O)NCCN2CCOC2=O)oc2c(F)cccc12 ?
FAS TE block: 2; CSN inh: -5; SKN-1 inh: 4; Rpn11 block: inactive; Neddyl block: inactive; MLLE-PAM2 inh: -13; MT1-MMP act inh: 8; Rin1 Abl inh: -1; NadD block: 4

How did CC(=O)NC(c1ccco1)c1ccc2cccnc2c1O (stereo not drawn) do in these assays?
FAS TE block: -2; CSN inh: -5; SKN-1 inh: -1; Rpn11 block: inactive; Neddyl block: inactive; MLLE-PAM2 inh: 22; MT1-MMP act inh: 9; Rin1 Abl inh: 7; NadD block: 0

How did COc1cccc(C2=NOC(C(=O)Nc3cccc(C(C)=O)c3)C2)c1 (stereo not drawn) do in these assays?
FAS TE block: 3; CSN inh: -4; SKN-1 inh: 12; Rpn11 block: inactive; Neddyl block: inactive; MLLE-PAM2 inh: -4; MT1-MMP act inh: 2; Rin1 Abl inh: -5; NadD block: -6

How did COc1cccc2sc3cc(NCc4ccc(C)o4)ccc3c(=O)c12 do in these assays?
FAS TE block: 7; CSN inh: 5; SKN-1 inh: 27; Rpn11 block: inactive; Neddyl block: inactive; MLLE-PAM2 inh: -9; MT1-MMP act inh: 3; Rin1 Abl inh: -8; NadD block: 10

How did Cc1cc(C(=O)Nc2nccs2)c2cc(F)ccc2n1 do in these assays?
FAS TE block: 1; CSN inh: 4; SKN-1 inh: -1; Rpn11 block: inactive; Neddyl block: inactive; MLLE-PAM2 inh: -13; MT1-MMP act inh: 9; Rin1 Abl inh: -3; NadD block: -3

What do the screens show for `COC(=O)c1ccc2c(=O)[nH]c(COC(=O)CCC(=O)c3ccc(Cl)cc3)nc2c1`?
FAS TE block: -4; CSN inh: -1; SKN-1 inh: 13; Rpn11 block: inactive; Neddyl block: inactive; MLLE-PAM2 inh: -5; MT1-MMP act inh: 2; Rin1 Abl inh: -13; NadD block: 4

Results for Nc1nonc1-n1nnc(C(=O)N/N=C/c2cc(Br)ccc2O)c1CNc1ccccc1 ?
FAS TE block: 21; CSN inh: 5; SKN-1 inh: 11; Rpn11 block: inactive; Neddyl block: inactive; MLLE-PAM2 inh: -4; MT1-MMP act inh: -2; Rin1 Abl inh: -4; NadD block: 53*

What do the screens show for `COCCN(C(=O)COC(=O)/C=C/c1ccc(C(F)(F)F)cc1)c1c(N)n(Cc2ccccc2)c(=O)[nH]c1=O`?
FAS TE block: -11; CSN inh: -5; SKN-1 inh: -1; Rpn11 block: inactive; Neddyl block: inactive; MLLE-PAM2 inh: 4; MT1-MMP act inh: 4; Rin1 Abl inh: -2; NadD block: 1

How did CN(C)c1cccc(C(=O)OCC(=O)Nc2ccccc2Sc2ccccc2)c1 do in these assays?
FAS TE block: 12; CSN inh: 2; SKN-1 inh: 5; Rpn11 block: inactive; MLLE-PAM2 inh: 10; MT1-MMP act inh: 0; Rin1 Abl inh: 4; NadD block: 4

How did Cc1ccc(S(=O)(=O)N2CCN(S(=O)(=O)c3ccc(C)cc3)C3OCCOC32)cc1 (stereo not drawn) do in these assays?
FAS TE block: 23; CSN inh: -2; SKN-1 inh: 3; Rpn11 block: inactive; Neddyl block: inactive; MLLE-PAM2 inh: 6; MT1-MMP act inh: 2; Rin1 Abl inh: -2; NadD block: -7
